High-throughput results from PubChem BioAssay.
CendR NRP1 mod: modulators of CendR peptide binding to human neuropilin-1 | FAM-RPARPAR peptide binding to NRP-1, fluorescence polarization | inhibition, % at 25 µM | O14786 | 360,000 compounds, 0.85% hits;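 active = inhibition or corrected inhibition above about 18%, plus a signal ratio from 0.5 to 1.5, limit read from the data, passing the limit was not always enough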; also: strong numbers were not always called active
SKN-1 block: C. elegans SKN-1 inhibition; C. elegans VP596 Pgst-4::GFP/RFP ratio, acrylamide-induced, 24 h; 360,000 compounds, 0.49% hits; inhibition, % at 21.8 µM; AID 624304;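 active = interference check ratio from 0.5 to 1.5 plus GFP to RFP signal ratio inhibition reaching or exceeding a fixed threshold, cut at about 30% in these data, passing the limit was not always enough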; also: some compounds called inactive have numbers as strong as hits
MT1-MMP act inh: MT1-MMP (human) activation inhibition; P50281; HT1080 RFP-PRO-GFP cells, GFP/RFP ratio fluorescence, overnight; percent of plate control window, DMSO zero; GFP/RFP ratio change, % at 20 µM; 360,000 compounds, 0.061% hits; AID 651647;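 active = GFP/RFP ratio change of at least 30% with cell ATP level not reduced by more than half and red fluorescence within 50% of control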; also: strong numbers were not always called active
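Assay system: HT1080 RFP-PRO-GFP cells | Dosing: 20 µM single dose, 1% DMSO | Incubation: Cells overnight before dosing, compound overnight, 37 °C, 5% CO2 | Evaluation: GFP/RFP fluorescence ratio | Control set: DMSO-only wells and HT1080 RFP-L50D-GFP cell wells as references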
E coli Lon inh: inhibitors of E. coli Lon protease; P0A9M0; purified E. coli Lon protease, fluorescence polarization; inhibition, % at 7.94 µM; 360,000 compounds, 0.42% hits; in the data active = inhibition above about 13%, passing the limit was not always enough;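 also: 0% = enzyme with probe and DMSO and 100% = no enzyme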
MsrA inhibitor: inhibits bovine methionine sulfoxide reductase A | purified bovine MsrA, absorbance read-out | inhibition, % at 15.5 µM | 360,000 compounds, 0.75% hits | AID 651718; in the data active = inhibition above about 4.5%;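 also: 0% = vehicle wells with enzyme and 100% = reference inhibitor wells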
FAS-TE inh: blocks the thioesterase domain of human fatty acid synthase; P49327; recombinant FAS-TE, OMFH fluorogenic substrate, fluorescence endpoint; inhibition, % at 15 µM; 360,000 compounds, 0.67% hits;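 active = compounds whose normalised, plate-corrected inhibition of enzyme fluorescence in the single-dose primary screen is 50% or more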;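 also: 0% = DMSO with enzyme and 100% = substrate without enzyme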
bovine MsrA act: activates bovine MsrA enzyme; purified bovine MsrA, absorbance read-out; activation, % at 10.6 µM; 360,000 compounds, 0.3% hits; in the data active = activation above about 7.5%;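 also: 0% = vehicle and 100% = reference activator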
MLLE-PAM2 inh: inhibitors of microRNA-mediated deadenylation, human PABP1 MLLE binding; P11940; 360,000 compounds, 0.36% hits; inhibition, % at 20 µM; GST-MLLE / FITC-PAM2 fluorescence polarization; AID 588489; in the data active = inhibition above about 35%, passing the limit was not always enough;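 also: plate controls were DMSO wells with GST-MLLE for no effect and wells lacking GST-MLLE protein for full effect; some results filed as inactive read as strong as hits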
Target sequence (P11940 whole entry, looked up): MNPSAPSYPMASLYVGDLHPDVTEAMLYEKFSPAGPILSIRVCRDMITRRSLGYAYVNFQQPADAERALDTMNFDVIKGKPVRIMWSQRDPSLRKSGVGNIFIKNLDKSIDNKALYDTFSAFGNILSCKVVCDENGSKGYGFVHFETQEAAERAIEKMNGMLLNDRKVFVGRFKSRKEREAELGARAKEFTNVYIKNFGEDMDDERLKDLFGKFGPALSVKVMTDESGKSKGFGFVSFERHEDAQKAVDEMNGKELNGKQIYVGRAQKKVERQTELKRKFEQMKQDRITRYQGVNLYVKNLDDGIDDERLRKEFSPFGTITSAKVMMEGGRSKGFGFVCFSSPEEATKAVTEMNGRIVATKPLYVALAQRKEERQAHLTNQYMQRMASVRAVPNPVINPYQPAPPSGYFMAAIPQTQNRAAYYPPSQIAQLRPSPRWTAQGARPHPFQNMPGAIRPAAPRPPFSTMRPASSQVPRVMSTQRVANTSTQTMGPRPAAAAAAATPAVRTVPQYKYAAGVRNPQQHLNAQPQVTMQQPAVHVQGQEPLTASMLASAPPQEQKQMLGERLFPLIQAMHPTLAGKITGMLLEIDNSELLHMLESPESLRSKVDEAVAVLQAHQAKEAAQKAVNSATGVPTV
Tb MetRS inh: Trypanosoma brucei MetRS inhibition; purified T. brucei MetRS, ATP depletion, Kinase-Glo luminescence; inhibition, % at 11.9 µM; 360,000 compounds, 0.4% hits; AID 624268;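 active = inhibition above a per-plate cutoff of the control wells' mean inhibition plus 3 SD, cut at about 5.5% in these data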;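 also: 0% = DMSO wells median and 100% = median of wells with control inhibitor compound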
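Measured by: Kinase-Glo luciferase luminescence reporting remaining unconsumed ATP. Material: purified T. brucei MetRS enzyme. Doses: 11.9 µM compound single dose, 0.9% DMSO. Medium: HEPES buffer containing pyrophosphatase, BSA, spermine, DTT. Times: 15 min preincubation, 2 h reaction, all 25 °C. Reagent: methionine, ATP and bulk E. coli tRNA.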
An asterisk follows results filed as active; nt = no result given.

Order of values – CendR NRP1 mod	SKN-1 block	MT1-MMP act inh	E coli Lon inh	MsrA inhibitor	FAS-TE inh	bovine MsrA act	MLLE-PAM2 inh	Tb MetRS inh
> COc1cc(NC(=O)C2CCC(=O)N2S(=O)(=O)c2ccc(C)cc2)cc(OC)c1 (stereo not given)
  7	-3	-1	-11	-0.4	3	-2	6	0.2
> O=C1CC(c2cc(F)ccc2F)c2cc3c(cc2N1)CCC3 (stereo not given)
  -1	10	-1	-8	1.0	0	-2	12	-0.7
> O=CNC1(c2ccccc2)CCCCC1
  -4	-10	3	-8	-0.6	-3	-7	0	-0.6
> COCCn1c(=O)c2cc3c(=O)n(CCOC)c(=O)c3cc2c1=O
  -3	5	5	4	0.4	-4	-2	4	-0.9
> Cn1cc(CN2CCN(Cc3ccccc3)C(CCO)C2)c(-c2ccccc2)n1 (stereo not given)
  1	21	2	10	-1.4	-4	-2	13	-0.8
> CCCCOC(=O)c1sc2nc(N3CCOCC3)c3c(c2c1N)CC(C)(C)OC3
  0	1	0	4	0.7	1	-3	4	-0.2
> O=c1oc(-c2ccco2)nc2c1cnn2-c1ccccc1
  2	-1	-1	-3	-0.1	0	1	12	-0.9
> COc1ccc2c(c1)CCC1C2=NN(/C(C)=C\C(C)=O)C1c1ccc(F)cc1 (stereo not given)
  -158	11	-16	-21	0.4	4	-2	-119	-0.8
> Cc1cc(C)n(C(=O)CCNC(=O)c2ccccc2Br)n1
  3	-12	2	-11	1.7	-4	2	10	0.0
> COC(=O)c1sc2cc(=O)n(-c3cccc(C(F)(F)F)c3)nc2c1O
  6	-1	-1	-3	-0.5	-7	-2	28	0.5
> C/C(=N\NC(=O)OC(C)(C)C)c1ccc(-n2ccnc2)cc1
  -2	-5	3	1	0.5	2	-7	-3	-1.1
> CCOC(=O)C1=C(COC(=O)/C=C/c2ccc(OCC)c(OC)c2)NC(=O)NC1C (stereo not given)
  1	1	11	5	1.8	-5	-3	7	-0.5
> CCc1cccc(C)c1NC(=O)c1ccoc1C
  -6	14	-1	-7	-0.2	-7	-3	20	-0.3
> O=[N+]([O-])c1ccc(N2CCC(=NOCc3ccc(Cl)cc3)CC2)cc1
  -18	14	3	0	-0.3	24	-2	-4	-0.6
> O=C(c1ccccc1)N1CCCCC(Sc2nnc3ccccn23)C1=O (stereo not given)
  2	10	2	-9	0.0	-5	0	1	0.3
> O=C(CN1CCOCC1)Nc1ccccc1Sc1ccc(Cl)cc1
  2	5	-1	-6	0.9	20	-4	-6	-0.5
> COc1ccc(N2CCN(c3ncnc4scc(-c5ccccc5)c34)CC2)cc1
  18	0	-2	-4	0.1	23	-4	3	-0.3
> O=C(CCNC(=O)c1ccccc1)NCCCc1ccccc1
  2	-6	0	0	0.6	-4	-2	11	-0.5
> COc1ccc(C(=O)NCc2nnc(SCC(=O)N3CCCCC3)o2)cc1OC
  -2	-7	1	3	-0.6	-6	1	-88	0.2
> CC12CCC(=O)N1C(C(=O)N1CCN(c3ccc([N+](=O)[O-])cc3)CC1)CS2 (stereo not given)
  2	-5	0	-1	1.0	-3	0	9	-0.2
> OC[C@@H]1CN(Cc2ccccc2)C[C@H](n2cnc3c(N4CCOCC4)ncnc32)O1
  5	21	7	-12	-1.1	-4	0	17	-0.1
> O=C(Nc1cc(C(F)(F)F)ccc1N1CCOCC1)c1cn2ccccc2n1
  3	11	5	-1	-0.4	2	2	15	0.2
> Cc1cccc(C(=O)OCC(=O)Nc2ccc3c(c2)OCCO3)c1
  -1	-4	3	-3	0.2	0	-2	1	-0.1
> O=[n+]1c2c(n([O-])c3cc(Br)ccc31)CCCC2
  -3	11	3	-1	0.9	-11	-4	-2	0.2
> Cc1nn(-c2cc(N3CCCC3)ccc2[N+](=O)[O-])c(=O)c2ccccc12
  0	-4	2	-12	-0.7	0	-5	-3	-0.7
> O=C1NCCCN1Cc1ccc(F)cc1Cl
  -3	1	2	-4	-0.9	-8	-1	-7	-0.4
> CC(C)(C)NC(=O)C1Cc2ccccc2CN1S(=O)(=O)c1ccc(F)cc1 (stereo not given)
  2	0	-1	8	-0.6	2	0	-7	-0.3
> CCc1cc(C(=O)Nc2ncccc2O)sc1C
  6	9	4	2	2.6	-5	-2	-2	0.1
> NC(=O)CSc1oc(-c2ccco2)nc1S(=O)(=O)c1ccc(Br)cc1
  -16	13	-2	-8	nt	6	-3	-116	0.1
> CC(C)(C)NC(=O)CCN1CCOCC1
  -8	-8	-2	-3	-0.7	-8	-13	4	-3.2

Gathered by group: the compounds so far containing a thiophene ring, fused or not.
Order of values – CendR NRP1 mod	SKN-1 block	MT1-MMP act inh	E coli Lon inh	MsrA inhibitor	FAS-TE inh	bovine MsrA act	MLLE-PAM2 inh	Tb MetRS inh
> CCCCOC(=O)c1sc2nc(N3CCOCC3)c3c(c2c1N)CC(C)(C)OC3
  0	1	0	4	0.7	1	-3	4	-0.2
> COC(=O)c1sc2cc(=O)n(-c3cccc(C(F)(F)F)c3)nc2c1O
  6	-1	-1	-3	-0.5	-7	-2	28	0.5
> COc1ccc(N2CCN(c3ncnc4scc(-c5ccccc5)c34)CC2)cc1
  18	0	-2	-4	0.1	23	-4	3	-0.3
> CCc1cc(C(=O)Nc2ncccc2O)sc1C
  6	9	4	2	2.6	-5	-2	-2	0.1

Additional compounds
Order of values – CendR NRP1 mod	SKN-1 block	MT1-MMP act inh	E coli Lon inh	MsrA inhibitor	FAS-TE inh	bovine MsrA act	MLLE-PAM2 inh	Tb MetRS inh
> C=CCn1c(SCC(=O)Nc2sc3c(c2C#N)CCC3)nnc1C1COc2ccccc2O1 (stereo not given)
  -20	7	-1	2	1.9	15	-1	-19	-1.0
> COc1ccccc1C(=O)NNC(=O)c1ccc(F)cc1
  4	-7	-3	5	-0.4	-11	-10	-1	-1.1
> O=C(NCC(c1cccs1)N1CCOCC1)c1ccc(OCc2ccccc2)cc1 (stereo not given)
  1	-2	3	-5	-0.1	7	-9	12	-0.6
> O=C(CSc1nnc(CNC(=O)c2cccs2)o1)Nc1ccc(Br)cc1
  4	-3	3	-6	-0.5	-1	-1	-5	2.0
> COc1ccc(/C=C/C(=O)N(C)c2ccccc2C(=O)O)cc1
  6	-8	0	-3	0.4	-6	-5	-4	-0.3
> Cc1ccccc1C(=O)OC(C)CN1CCN(C)CC1 (stereo not given)
  -12	-4	-3	15	-0.7	0	-6	5	-0.4
> COc1ccc(S(=O)(=O)N2CCOC2CNC(=O)C(=O)NCc2ccc(F)cc2)cc1OC (stereo not given)
  2	-14	0	-4	-0.9	0	-3	8	-0.5
> COC(=O)CSc1nc2ccccc2c(=O)n1C
  1	-28	-1	1	-0.4	-11	-9	-7	-0.2
> CC(=C\c1ccccc1)/C=C1/SC(=S)N(C(C(=O)O)C(C)C)C1=O (stereo not given)
  -22	-3	3	-6	1.4	9	-6	14	-0.4
> CS(=O)(=O)c1ccc(N2CCN(c3ccccn3)CC2)c([N+](=O)[O-])c1
  -4	1	6	0	-0.2	-7	-5	7	-0.3
> Cc1ccc(/C=C2\SC(N3CCCCC3)=NC2=O)cc1
  -9	15	1	2	5.0*	2	-4	-3	-0.3
> Cc1c(Cl)cccc1NC(=O)NCc1ccc(C)n1C
  5	13	-1	-7	0.7	0	-1	1	0.5
> O=C(C1=NN(c2ccccc2)C2C(=O)N(c3ccc(Cl)cc3)C(=O)C12)c1ccccc1 (stereo not given)
  -30	6	-87	-25	-0.3	5	-4	13	0.1
> O=C(Cn1c(SCC(=O)N2CCCc3ccccc32)nc2ccccc21)N1CCCC1
  2	9	-1	-2	nt	-6	-2	1	-0.9
> Cc1nn(-c2ccccc2)c(C)c1C(=O)OCC(=O)Nc1ccccc1F
  4	6	-1	4	-0.1	0	-5	5	-0.5
> CCCc1nc(-c2ccccc2)c(-c2ccc(OC)c(OC)c2)c(=O)[nH]1
  -12	-2	0	-4	0.8	-4	-4	-4	-0.8
> Cc1ccc(O)c(CN(C)Cc2cc(C)ccc2O)c1
  -6	-6	11	6	0.8	-3	1	12	0.2
> COC(=O)C1=C(C)N(C)C(C)=C(C(=O)OC)C1c1ccc(C(=O)OC)cc1
  8	26	9	2	-0.1	-1	-3	4	-0.3
> Cc1ccccc1C(=O)NN1CCOCC1
  20	-6	9	17	1.6	-12	-2	11	-0.6
> NNC(=O)c1ccc(COc2ccc3c(c2)CCC3)o1
  2	-9	-1	2	0.8	-9	-2	-53	0.4
> Cc1ccc2nc(-c3ccc(NC(=O)CSc4ccccc4)cc3)[nH]c2c1
  3	5	11	-10	1.5	-6	4	3	0.6
> Cc1noc(NS(=O)(=O)c2ccc(NC(=O)CCC3CCCC3)cc2)c1C
  10	-2	2	18	-0.5	-6	-1	-9	0.9
> CCOc1ccc(-n2nc3c(=O)n(CCN4CCCCC4)nc(C)c3c2C)cc1
  -1	8	-3	23	1.3	-5	-9	1	-0.6
> O=C(Cc1ccccc1)Nc1ccc2[nH]ncc2c1
  8	-13	-5	2	1.6	-3	-2	-4	-0.9
> COc1cccc(NC(=O)COC(=O)C2CC2)c1
  1	-8	6	-5	-0.7	-8	-13	6	-0.7
> CC(NC(=O)Cn1cccc1C(=O)c1ccccc1)c1ccccc1 (stereo not given)
  10	-1	-2	8	0.0	-4	12*	7	0.0
> CCCN(CC(=O)Nc1cc(Cl)ccc1Cl)C(=O)/C=C/c1ccco1
  0	3	0	2	1.5	28	-5	-42	0.1
> CCN1CCN(S(=O)(=O)c2c[nH]c(C(=O)OC)c2)CC1
  -1	12	3	5	0.5	-10	1	0	-0.2
> CCN(CC(=O)Nc1cc(S(=O)(=O)N2CCOCC2)ccc1C)Cc1ccccc1
  6	-1	2	-16	0.2	2	1	8	0.0
> CCCCc1c(-c2cccc(OC)c2)ncn1CCc1ccccc1OC
  3	12	6	-8	2.6	23	-1	nt	-0.3
> CCOC(CNC(=O)c1ccc2nc(N3CCC(C)CC3)sc2c1)OCC
  3	-14	-2	-4	2.1	-4	-3	6	0.9
> COCC(=O)N1CCCC(C(=O)c2ccc(C(F)(F)F)cc2)C1 (stereo not given)
  0	-5	-2	2	0.7	-3	-3	-5	-0.6
> Cc1cccc(N2C(=O)SC(N(CC(=O)O)c3cccc(C)c3)C2=O)c1 (stereo not given)
  -24	4	-3	1	0.1	0	-6	29	-0.4
> O=C(NC1CCC(c2ccccc2)CC1)c1cccnc1 (stereo not given)
  -8	7	0	4	-0.5	0	-3	7	0.7
> O=C(Cc1cccs1)Nc1ccccc1NC(=O)Cc1cccs1
  -18	-7	4	-5	2.4	0	2	1	0.2
> CCc1ccc(NC(=O)CN(c2cc(C)cc(C)c2)S(=O)(=O)c2c(C)[nH]c(=O)[nH]c2=O)cc1
  -5	23	3	10	nt	3	-1	19	0.3
> CCCCN(C=O)c1c(CC)nc2ccc(C(=O)Nc3cc(-c4ccccc4)ccc3OC)cn12
  -4	-13	-8	4	0.1	31	-1	-7	-0.4
> C/C(=N/NC(=O)CNC(=O)Cc1ccc(Cl)cc1)c1ccco1
  4	-12	1	-3	-1.0	-1	-4	3	0.8
